# Source: PubChem BioAssay
# T cell modulator: modulators of CD8 T cell-vesicle binding, primary screen, mouse 2C CD8+ T cells, flow cytometry | calls only at 7 µM | 330,000 compounds, 0.068% hits | AID 2052, 2009 | 2C CD8+ T cell-vesicle binding; stronger effect = lower value;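 active means response, share of CD8 T cells binding vesicles, and their 90th percentile fluorescence all below set limits, cut at about 80% in these data, passing the limit was not always enough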
#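 Incubation: binding step 1.5 h, 37 °C, antibody labelling 20 min, ice; system: murine 2C transgenic CD8+ T lymphocytes; technique: cytometric PE anti-B7-1 and Alexa647 anti-CD8 signals after 1% paraformaldehyde fixation; also added: QL9-charged Drosophila Ld/ICAM-1/B7-1 vesicles; control set: naked versus QL9-loaded vesicles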
# Salmonella PhoP GFP: inhibitors of PhoP regulon expression, primary screen, Salmonella Typhimurium, GFP reporter (AID 1863). S. Typhimurium PhoP-regulated promoter GFP reporter, 4 h; higher % means a stronger effect. inhibition, % at 50 µM, or IC50 in µM where a hit was titrated. 300,000 compounds, 0.16% hits;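 active means inhibition over 29.93%, a cutoff 3 SD above the screen mean, later confirmed by dose response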;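 further: 0% = low Mg2+ inducing control and 100% = high Mg2+ repressing control; strong numbers were not always called active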
# Lipid droplet: inhibitors of hepatocyte lipid droplet formation, primary screen, imaging, high-throughput imaging, BODIPY stain; AML12 mouse hepatocytes, oleate lipid droplets; inhibition, % at 6.5 µM; 240,000 compounds, 0.4% hits; AID 1656, 2009;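 active means lipid droplet intensity inhibited by at least 50%, with more than 500 cells counted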
#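 Material – AML12 mouse liver cells · Also added – oleate loading, 100 µM · Compound dosing – 6.5 µM single-point dosing · Times – overnight treatment with compound plus oleate · Measured by – fluorescence imaging, 20x objective, two fields per well · Read-out – percent inhibition of filter-corrected integrated lipid droplet intensity per well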
# Lipid droplet cells 6.5 µM: recorded beside Lipid droplet, whose call it bears; cell count; measured here: cell count, cytotoxicity flag;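 cells counted across two imaged fields per well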
# T cell modulator vesicle-bound %: recorded beside T cell modulator, whose call it bears; double positive events, %; measured here: CD8+ vesicle-bound cell fraction;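 binding gate set so that unloaded-vesicle control wells show 10% double positive cells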
# * hit, by the source's call; i = inactive.
# Results follow in this order: T cell modulator | T cell modulator vesicle-bound % | Salmonella PhoP GFP | Lipid droplet | Lipid droplet cells 6.5 µM
> O=C(COc1ccc2c3c(c(=O)oc2c1)CCC3)N1CCN(c2ccc(F)cc2)CC1
  i | 22 | -11% | -2 | 748
> COc1cc2c(cc1OC)C(COc1cccc(C(F)(F)F)c1)NCC2 (stereo not drawn)
  i | 8 | -2% | -6 | 586
> COc1ccc(/C=C(\NC(=O)c2ccccc2)C(=O)NCc2ccco2)cc1
  i | 23 | -5% | -2 | 807
> COc1cccc(-c2nc3c(c(SCC(=O)N4CCOCC4)n2)Cc2c(CO)cnc(C)c2O3)c1
  i | 30 | -4% | 11 | 704
> COc1ccc(S(=O)(=O)Cc2ccc(C(=O)NCC(OC)OC)o2)cc1
  i | 22 | -2% | 9 | 850
> Cc1cc(NCc2ccccc2)n2ncc(-c3ccccc3)c2n1
  i | 40 | 9% | -122 | 809
> COc1cccc(/C=N/c2nc3ccccc3n2C)c1O
  i | 44 | 8% | 2 | 872
> O=C(NCC1CCCO1)c1ccc(F)c2ccccc12 (stereo not drawn)
  i | 49 | 2% | -14 | 743
> Cc1ccc(NC(=O)CSc2ccc(-c3ccccn3)nn2)cc1F
  i | 33 | -6% | 8 | 639
> COc1cc(C(=O)N/N=C(\C)c2ccc(NC(=O)Cc3ccccc3)cc2)ccc1O
  i | 16 | 3% | 5 | 666

# Quoted from the listing (four entries):
# Results follow in this order: T cell modulator | T cell modulator vesicle-bound % | Salmonella PhoP GFP | Lipid droplet | Lipid droplet cells 6.5 µM
> O=C(COc1ccc2c3c(c(=O)oc2c1)CCC3)N1CCN(c2ccc(F)cc2)CC1
  i | 22 | -11% | -2 | 748
> COc1cc2c(cc1OC)C(COc1cccc(C(F)(F)F)c1)NCC2 (stereo not drawn)
  i | 8 | -2% | -6 | 586
> COc1ccc(/C=C(\NC(=O)c2ccccc2)C(=O)NCc2ccco2)cc1
  i | 23 | -5% | -2 | 807
> COc1cccc(-c2nc3c(c(SCC(=O)N4CCOCC4)n2)Cc2c(CO)cnc(C)c2O3)c1
  i | 30 | -4% | 11 | 704

# Full records, quoted from the list:
# Shown for `COc1cc(C(=O)N/N=C(\C)c2ccc(NC(=O)Cc3ccccc3)cc2)ccc1O` = T cell modulator: i; T cell modulator vesicle-bound %: 16; Salmonella PhoP GFP: 3%; Lipid droplet: 5; Lipid droplet cells 6.5 µM: 666
# Shown for `O=C(COc1ccc2c3c(c(=O)oc2c1)CCC3)N1CCN(c2ccc(F)cc2)CC1` = T cell modulator: i; T cell modulator vesicle-bound %: 22; Salmonella PhoP GFP: -11%; Lipid droplet: -2; Lipid droplet cells 6.5 µM: 748

# The listing continues.
# Results follow in this order: T cell modulator | T cell modulator vesicle-bound % | Salmonella PhoP GFP | Lipid droplet | Lipid droplet cells 6.5 µM
> CCc1cc(C(=O)c2ccc(Br)cc2)c(NC(=O)CN(CC)CC)s1
  i | 63 | 7% | -2 | 824
> CCCNC(=S)N1CCC(Cc2ccccc2)CC1
  i | 58 | -6% | 10 | 733
> Cc1nn(Cc2ccc(Cl)cc2)c(C)c1NC(=O)c1cc(C(C)C)on1
  i | 26 | -3% | 2 | 756
> CCN(CC)c1ccc2c(cc1=O)[C@@H](NC)CCc1cc(OC)c(OC)c(OC)c1-2
  i | 41 | -4% | -245 | 405
> CC1CC(C)CN(C(=O)CSc2nnc(N)s2)C1 (stereo not drawn)
  i | 67 | -6% | 3 | 897
> CC(=O)c1sc(N/N=C/c2cccc([N+](=O)[O-])c2)nc1C
  i | 41 | -6% | -3 | 757
> CC(C)n1nccc1NC(=O)Nc1ccccc1
  i | 21 | 5% | 12 | 842
> O=C(CSc1nnc(NC(=O)C2CC(=O)N(c3ccccc3)C2)s1)NCC1CCCO1 (stereo not drawn)
  i | 60 | 1% | 0 | 859
> COc1cc(-c2nc(C(=O)NC3CCCCC3)cc3c2[nH]c2ccccc23)cc(OC)c1OC
  i | 23 | 4% | 33 | 763
> COc1cccc(C(=O)NNC(=O)/C=C/c2ccccc2)c1
  i | 62 | -2% | -20 | 656

# Results follow in this order: T cell modulator | T cell modulator vesicle-bound % | Salmonella PhoP GFP | Lipid droplet | Lipid droplet cells 6.5 µM
> CCc1nnc(NC(=O)C23CC4CC(CC(C4)C2)C3)s1
  i | 19 | -1% | -1 | 655
> Cc1ccc(/C=C2\SC(=S)N(CCC(=O)NCCCN3CCOCC3)C2=O)cc1
  i | 22 | -1% | -20 | 776
> Cc1cc(C)c(NC(=O)c2cccc3c2C(=O)N(C2CCCCC2)C3)c(C)c1
  i | 23 | -1% | 12 | 702
> O=Nc1c(-c2ccccc2)[nH]n(-c2ccccc2)c1=O
  i | 56 | -14% | 12 | 795
> COc1ccc(CCNC2CCC(c3ccccc3)CC2)cc1 (stereo not drawn)
  i | 59 | -6% | -14 | 751
> O=C(CN(C(=O)c1csnn1)c1ccc(F)c(Cl)c1)NC1CCCCC1
  i | 32 | 4% | -18 | 786
> CCOC(=O)CCCCCN1C(=O)c2cccc3cccc(c23)C1=O
  i | 52 | -4% | 11 | 829
> CCOC(=O)CNC(=O)Cn1cnc2sc(C)c(S(=O)(=O)N3CCOCC3)c2c1=O
  i | 42 | -1% | -2 | 764
> CC1CCN(C(=O)/C(=C\c2ccccc2F)NC(=O)c2ccccc2)CC1
  i | 27 | -7% | -5 | 831
> CCCc1ccc2oc(C(=O)N3CCNC(=O)C3CC(=O)OC)c(C)c2c1 (stereo not drawn)
  i | 35 | -4% | -4 | 708

molecule	T cell modulator	T cell modulator vesicle-bound %	Salmonella PhoP GFP	Lipid droplet	Lipid droplet cells 6.5 µM
Cc1ccc(N2CCN(S(=O)(=O)c3ccc4oc(=O)ccc4c3)CC2)cc1Cl	i	28	5%	0	829
Cn1cc(CCC(=O)N2CCCC(Nc3ccc(F)cc3)C2)cn1 (stereo not drawn)	i	25	4%	6	708
CCn1nnnc1SCC(=O)Nc1ccc(F)cc1	i	20	14%	-2	817
COc1cc(S(=O)(=O)N2CC(=O)Nc3ccccc32)ccc1NC(C)=O	i	48	-3%	5	751
CC(=O)N1CCN(C(=O)CSc2nnc(C)n2-c2ccccc2)CC1	i	25	-7%	4	853
COc1ccc(Cl)cc1NC(=O)CCCNC(=O)c1ccc(Cl)cc1	i	33	12%	44	825
COc1ccc(-c2noc(CN(C(=O)c3ccoc3C)C(C)C)n2)cc1	i	55	-5%	8	666
CC(=O)Nc1ccc(C(=O)N(C2=NC(C)CS2)c2ccc(Cl)cc2)cc1 (stereo not drawn)	i	54	-3%	-2	745
O=C(NCCCN1CCCC1=O)c1cc(S(=O)(=O)N2CCOCC2)ccc1Cl	i	16	7%	-11	688
COc1ccc(CN2CCNC(=O)C2CC(=O)N(C)Cc2nc(C)cs2)c(OC)c1 (stereo not drawn)	i	23	5%	2	865
Cc1cccc(/C=C2\Sc3ccc(C(=O)NCC4CCCO4)cc3N(C)C2=O)c1 (stereo not drawn)	i	31	9%	-30	707
COc1ccc(CCNC(=O)c2c(O)c3ccccc3n(C)c2=O)cc1	i	62	-2%	-2	805
C[C@H]1CN=C(Nc2ccccc2)N1CCCC1CCCCC1	i	37	0%	-18	745
O=[N+]([O-])c1cnc(Nc2ccc(Cl)cn2)c([N+](=O)[O-])c1	i	55	12%	-2	808
Cc1cc(SCc2ccc([N+](=O)[O-])cc2)nc(=O)[nH]1	i	27	-5%	-2	751
Cc1c(C(=O)N2CCCC2)c(S(=O)(=O)N2CCCCC2)c(C)n1C	i	12	9%	-7	702
CC(=O)N1N=C(c2ccc([N+](=O)[O-])cc2)CC1c1ccccc1Cl (stereo not drawn)	i	32	20%	-4	827
COc1ccc(NC(=O)c2cccc(N3C(=O)c4cccc([N+](=O)[O-])c4C3=O)c2)cc1	i	68	-1%	1	687
CC(C)c1ccc2nc(SCC(=O)NCC3CCCO3)c(C#N)cc2c1 (stereo not drawn)	i	30	-6%	25	804
Nc1ccc(Oc2ncccn2)c(Cl)c1	i	62	-5%	9	815

# Looked up above:
# COc1ccc(-c2noc(CN(C(=O)c3ccoc3C)C(C)C)n2)cc1 in T cell modulator vesicle-bound % = 55
# CC(=O)Nc1ccc(C(=O)N(C2=NC(C)CS2)c2ccc(Cl)cc2)cc1 (stereo not drawn) in Lipid droplet cells 6.5 µM = 745

# (cont.)
molecule	T cell modulator	T cell modulator vesicle-bound %	Salmonella PhoP GFP	Lipid droplet	Lipid droplet cells 6.5 µM
CC(C)(C)c1ccc(/C=N/NC(=O)C[n+]2ccccc2)cc1	i	9	4%	-3	791
CC(=O)c1ccc(N2CCN(c3ccnc4cc(Cl)ccc34)CC2)cc1	i	26	-4%	9	755
CCCc1[nH]c2ccc(C#N)cc2c1CCC	i	45	-3%	-15	785
COc1ccc(CC(NC(C)=O)C(=O)NC2CCN(S(=O)(=O)c3ccccc3)CC2)c(OC)c1 (stereo not drawn)	i	29	-7%	1	741
O=C(Oc1ccccc1C(=S)N1CCOCC1)c1ccccc1	i	24	-1%	-6	798
CC1CCN(C(=O)C2CCN(c3ncnc4c3nc3n4CCCCC3)CC2)CC1	i	32	0%	0	648
COc1ccc(-c2nc(N)nc(C(F)(F)F)c2-c2ccccc2OC)c(O)c1	i	45	16%	7	662
Cc1ccc(Cl)cc1NC(=O)CN1C(=O)COc2ccc(S(=O)(=O)N3CCOCC3)cc21	i	2	0%	8	659
Cc1noc(C)c1C(=O)N(CC(C)C)c1nc2ccccc2s1	i	52	8%	-6	843
CN(C)S(=O)(=O)c1ccc(N/C=C(\[N+](=O)[O-])S(=O)(=O)c2ccccc2)cc1	i	52	-4%	-5	776
CCCn1ncc(CN2CCC(C(=O)Nc3cccc(-c4cccc(F)c4)c3)CC2)c1C	i	25	2%	-9	772
CCn1c(SCC(=O)Nc2ccc(OC)c(OC)c2)nc2c(c1=O)SCC2	i	73	-9%	-7	702
CN(c1ccccc1C(=O)Nc1ccc(CC#N)cc1)S(=O)(=O)c1ccccc1	i	24	3%	-2	885
NC(=O)c1cc(S(=O)(=O)NCCc2ccc(Cl)cc2)cs1	i	13	-7%	-1	741
Cn1cnnc1SCC(=O)NC1CCCN(Cc2ccccc2F)C1 (stereo not drawn)	i	14	7%	6	766
CC(Sc1nnnn1-c1ccccc1)C(=O)Nc1ccc(N2CCN(C)CC2)cc1 (stereo not drawn)	i	22	1%	-12	787
COc1ccc(CCNS(=O)(=O)c2cc3c4c(c2)CC(=O)N4CCC3)cc1	i	34	-8%	-9	714
CCCCCCOc1ccc(/C(C)=N/NC2=NCCN2)cc1	i	66	-2%	3	737
Cc1ccc(CN2CCCN(Cc3c(C)cc(C)cc3C)S2(=O)=O)cc1	i	53	0%	3	803
Cc1cccc(N2CCN(C(=O)C3CCC(CNS(=O)(=O)c4cccs4)CC3)CC2)c1C (stereo not drawn)	i	36	2%	7	804

molecule	T cell modulator	T cell modulator vesicle-bound %	Salmonella PhoP GFP	Lipid droplet	Lipid droplet cells 6.5 µM
CC(C)(C)c1cc(C(=O)CCN2CCOCC2)cc(C(C)(C)C)c1O	i	52	6%	-17	756
COC(=O)c1ccc(CN2CCCC(CO)(Cc3ccc(F)cc3F)C2)cc1 (stereo not drawn)	i	58	0%	-13	758
CCOc1ccc(C(=O)Nc2ccc(S(=O)(=O)NCC3CCCO3)cc2)cc1OCC (stereo not drawn)	i	70	8%	-15	573
O=C(O)COCC(=O)Nc1ccc2c(c1)oc1ccccc12	i	29	-5%	-1	787

# This is a subset; rates above refer to the full screens.
